# F508del corr = F508del CFTR correction, initial screen, CFBE line, single point. 0.36% of 350,000 active. AID 720511, 2013. activity (quench increase), % at 7.58 µM. CFBE cells, YFP halide quenching; stimulated with forskolin plus potentiator P3; % fluorescence drop versus neutral controls;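 active means mean added fluorescence quench of at least 8% versus neutral control, with both replicates also reaching 8%; inconclusive means only one of the mean or replicate conditions met; inactive means mean below 8% and not both replicates reaching 8%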;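 further: cells transiently co-express mutant CFTR-F508del with the halide-sensitive YFP; corrector assay measuring rescue of mutant channel to the surface after 24 h compound exposure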
# miR122 inh = miR-122 Renilla sensor signal increase in Huh7, primary screen, miR-122 inhibitor project, cell-based, single point, plate reader; Huh7 miR-122 Renilla luciferase sensor, 48 h; neutral wells = 0, positive control = 100; AID 602342, 2012; activation (reporter increase), % at 12.5 µM; 0.3% of 340,000 active;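 active means mean replicate activation score at least 90 and every replicate individually at or above 90; inconclusive means only one of the two criteria met; inactive means neither criterion met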;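 further: higher luciferase means less miR-122 activity so hits act as miR-122 inhibitors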
# GSIS activator = GLuc luminescence reporter in INS-1E cells, primary screen for activators of glucose-dependent secretion of insulin. AID 743287, 2014. 0.61% of 370,000 active. activation, % at 16.6 µM. INS-1E GLuc reporter insulin secretion, 2-3 h;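 active means lowest replicate activation of at least 40%, so every replicate reaches that level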;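 further: 0% = median of neutral control wells and 100% = median of IBMX positive control wells; some compounds called inactive have numbers as strong as hits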
# PAX8 reporter = inhibitors of PAX8-driven TPO luciferase reporter, primary screen, RMG-I cells, single concentration; SteadyGlo, 24 h; inhibition, % at 12.6 µM; 1.2% of 360,000 active; AID 652154, 2013;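 active means mean replicate inhibition at least 60% with every replicate also reaching 60%; inconclusive means only one of the two criteria is met; inactive means mean below 60% and not all replicates reaching 60%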;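 further: luciferase light reporting Pax8 driven TPO promoter activity; plate controls were median of neutral control wells for no effect and mitoxantrone controls for full effect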
# EWS-Fli block = EWS/Fli-driven NR0B1 reporter inhibitors, primary screen, A673 cells, NR0B1 luciferase, luminescence, MLPCN library; viability-normalised; inhibition, % at 12.6 µM; 0.67% of 350,000 active;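 active means mean inhibition of at least 50% after viability correction, with every replicate also passing that limit; inconclusive means mean reaches 50% but only one of two replicates passes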;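 further: firefly luciferase signal divided by Alamar Blue viability fluorescence both relative to DMSO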
# FN deposition inh = inhibitors of fibronectin matrix deposition, primary screen, AH1F cells, Alexa488-fibronectin fluorescence, plate reader. AH1F fibroblasts, overnight. 0.086% of 350,000 active. inhibition, % at 12.6 µM;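 active means mean inhibition across replicates of 30% or more, regardless of how many single replicates reach that level; inconclusive means mean under 30% yet at least half of replicates reach 30%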;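 further: positive control wells lacked labelled fibronectin entirely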
#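 Assay system: AH1F fibroblasts assembling fluorescent fibronectin matrix; Amount: 10000 AH1F cells per well; Buffer or medium: DMEM, 2% serum; Probe or stimulus: Alexa488-fibronectin, 24 nM final in well; Doses: single compound dose, delivered by pin transfer; Incubation: 1 h adhesion, overnight exposure; Measured by: fluorescence 485/525 nm; Read-out: fibronectin deposition inhibition.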
# DENV2 CPE rescue = inhibitors of DENV2 cytopathic effect, primary screen, cell-based, plate reader, single concentration. DENV2-infected cells, cytopathic effect rescue. CPE inhibition, % at 9.99 µM. 1.7% of 350,000 active; in the data active means CPE inhibition above about 20%, passing the limit was not always enough; inconclusive means no clear call, values can overlap the other calls; tested in BHK-21 cells;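 further: 0% = median of neutral control wells and 100% = median of positive control wells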
# An asterisk follows results filed as active; ? = inconclusive; . = not tested or not shown; & = joins results of further samples; ! = not confirmed by another sample; [ ] = dose if it differs, or a comment.
SMILES,F508del corr,miR122 inh,GSIS activator,PAX8 reporter,EWS-Fli block,FN deposition inh,DENV2 CPE rescue
CC1Sc2ccc(S(=O)(=O)CCC(=O)Nc3ccccn3)cc2NC1=O (stereo not drawn),0.4,.,10,21,.,-3,2
Cc1ccc(NC2=CC(=O)CC(c3ccc(Cl)cc3)C2)cc1 (stereo not drawn),.,.,-8,-19,.,2,.
COc1cc(C(=O)NC2CCN(Cc3ccccc3)CC2)cc(Cl)c1OC(C)C,-0.4,-5,-20,11,7,-2,4
CC(C)(C)OC(=O)[C@H](Cc1ccccc1)NC(=O)c1nc[nH]c1C(=O)N1CCc2ccccc2C1,0.3,4,.,1,5,-1,.
CN(C)S(=O)(=O)c1cccc(NC(=O)C(c2ccccc2)c2ccccc2)c1,-0.9,3,-14,7,7,2,12
O=C(COC(=O)c1ccccc1O)NCCC1=CCCCC1,-4.7,.,-13,-2,0,0,-1
N=c1c2c(-c3ccccc3)c(-c3ccccc3)n(Cc3ccco3)c2ncn1CCCN1CCOCC1,3.2,.,1,?,5,4,-5
O=C1c2cc(CO)cc(O)c2C(=O)c2c(O[C@@H]3OC(CO)[C@@H](O)[C@@H](O)[C@@H]3O)cccc21 (stereo partly drawn),-1.7,-5,-1,.,-5,.,1
COc1ccccc1CCNC(=O)C(=O)NCC1OCCN1S(=O)(=O)c1ccc2c(c1)OCCO2 (stereo not drawn),5.6,-3,2,4,10,-1,10
CCCNc1ncc2c(=O)[nH][nH]c(=O)c2n1,-2.8,.,5,10,-3,2,-3
CC(C)[C@H](N)C(=O)N1CCC(C(=O)N[C@@H](Cc2ccccc2)C(=O)NCc2ccc(F)cc2)CC1,1.0,-1,.,6,5,-42,2
COc1ccc([C@H]2C[C@@H](n3cc(COC(=O)c4ccccc4)nn3)[C@H](O)CN2Cc2cccs2)cc1,0.1,-5,.,-2,11,4,-14
CCC(c1nnnn1-c1ccc2c(c1)OCCO2)N1CCN(C(=O)C2CCCO2)CC1 (stereo not drawn),1.6,.,17,-17,0,19,?
C[C@H](CO)N1C[C@H](C)[C@H](CN(C)S(=O)(=O)c2ccc(F)cc2)Oc2ncc(/C=C/c3ccccc3)cc2C1=O,1.6&0.2,-5&1[16.7 µM],7,-25&-7,-1&8,20,-7&-5
Cc1c(C(=O)Oc2cccc3cccnc23)oc2ccccc12,-6.7,2,8,0,-2,.,1
Cc1cc(C)cc(N2C(=O)CCN(Cc3ccccc3)C2=O)c1,-1.8,-3,4,4,-10,-2,0
COc1ccnc(CS(=O)c2nc3cc(C(O)(F)F)ccc3[nH]2)c1OC (stereo not drawn),-0.7,0,4,12,-7,-3,-6
O=C(CSc1nnc(NC2CC2)s1)Nc1ccc(N2CCOCC2)cc1,-1.0,-2,-6,-15,6,0,-11
COCCCNC(=O)CCSc1ccc(C)cc1,.,.,-2,-7,.,0,.
CCC(C)NC(=O)COC(=O)c1cccnc1Nc1ccccc1F (stereo not drawn),.,2,2,-37,.,-1,.
CC(NC(=S)NC1CCCCC1)c1ccc(C(C)(C)C)cc1 (stereo not drawn),-5.2,12,-35,2,25,-11,-10
COc1ccc2c3c([nH]c2c1)[C@H](CO)N(C(=O)c1cccc(F)c1)CC31CN(C(=O)c2cccc(F)c2)C1,-1.6,.,-21,0,8,.,-4
COc1ccccc1Oc1nc(C)c(C(C)=O)cc1C#N,-1.5,.,12,9,1,-4,-7
Cc1cc(C)c2cc(C(=O)N3CCC(N4CCCCC4)CC3)[nH]c2c1,-1.1,-1,-8,-8,1,.,20
CN1[C@@H]2c3ccc(-c4ccncc4)c(=O)n3C[C@H]1[C@H](CO)[C@H]2C(=O)NCC1CCCCC1,-2.6,0[16.7 µM],2,-7,-3,.,-9
# (list continues)
SMILES,F508del corr,miR122 inh,GSIS activator,PAX8 reporter,EWS-Fli block,FN deposition inh,DENV2 CPE rescue
COC(=O)C1=NN(c2ccccc2)C2(S1)SC(C(C)=O)=C(C)N2c1ccccc1 (stereo not drawn),.,-5,.,-2,.,5,.
Cc1cc2nc(-c3ccncc3)cc(C(F)(F)F)n2n1,-1.4,.,39,4,2,.,-2
O=C(CN1CCN(S(=O)(=O)c2cc(C(F)(F)F)ccc2Cl)CC1)N1CCc2ccccc2C1,4.9,-7,-37,6,4,2,-5
O=C(NCC(=O)N(c1ccccc1)C(C(=O)NCC1CCCO1)c1ccccc1)c1cccs1 (stereo not drawn),-0.1,0,10,20,1,4,2
CCOC(=O)c1c(C)oc2ccc(NS(=O)(=O)c3cccs3)cc12,0.1,.,12,.,-1,.,2
O=C(CSc1ccc(-c2ccco2)nn1)Nc1cccc(F)c1,5.6,-3,-10,-3,.,11,11
CCC(=O)N1CC2(C1)[C@@H](c1ccccc1)[C@H](CO)N2CC1CCOCC1,-3.5,.,4,.,.,-2,-6
Cc1ccccc1-c1cnc2c(c1)C(=O)N([C@@H](C)CO)C[C@H](C)[C@@H](CN(C)Cc1ccncc1)O2,-1.6,-9[16.7 µM],-15,2,-15,.,-3
CN(C)c1ccc(/C=N/N(CCC#N)C2=NS(=O)(=O)c3ccccc32)cc1,-1.2,-4,7,-2,-3,8,6
O=C(Nc1ccccc1F)N1CC(=O)N2[C@H](CO)[C@@H](c3ccc(C#Cc4ccc(F)cc4)cc3)[C@H]2C1,1.4,.,-16,.,.,.,4
CC(C)CC#Cc1ccc2c(c1)O[C@@H](CN(C)C(=O)CC1CC1)[C@H](C)CN([C@@H](C)CO)S2(=O)=O,0.2,14[16.7 µM],-41,48,31,-4,2
Cn1cnc(S(=O)(=O)N2C[C@@H]3N[C@H](C2)C3c2ccc(-c3ccccc3F)cc2)c1 (stereo partly drawn),0.0&7.7,.,0&-7,78*!,-8&-33,-14&-2,72*!
CO[C@H]1CN(C)C(=O)c2cc(NC(C)=O)ccc2OC[C@H](C)N(Cc2ccc(F)cc2)C[C@H]1C,0.8,1[16.7 µM],-9,.,-2,-2,10
COc1ccc(NS(=O)(=O)NC(=O)c2cn(C)c3ccccc23)cc1,0.9,-3,7,17,.,11,3
Cn1c(=O)oc2cc(S(=O)(=O)NCCC(=O)NCc3ccc(F)cc3)ccc21,0.7,0,36,2,-3,3,11
CN1C(=O)c2cc(NS(=O)(=O)c3ccc(F)cc3)ccc2OC[C@@H]2O[C@@H](CC(=O)O)CC[C@@H]21,-2.0,-3[16.7 µM],-1,-1,8,4,6
COC(=O)c1ccc(C23CC4(C2)[C@H](CN(C)[C@@H]4c2ccccc2)C3c2ccc(C(F)(F)F)cc2)cc1 (stereo partly drawn),0.3,-2,8,-9,14,-4,-3
O=C(NNC(=O)c1sccc1-n1cccc1)Nc1ccc(F)cc1,1.9,.,-26,16,12,-4,-9
CCOCCCNC(=S)NCCCNc1nc2cc3c(cc2cc1C#N)OCO3,2.2,.,21,.,3,.,3
NS(=O)(=O)c1cc2c(cc1Cl)NC(C1CC3C=CC1C3)NS2(=O)=O (stereo not drawn),7.5,-2,3,12,1,0,-2
CC(=O)Nc1ccc(NC(=O)C(=O)N/N=C/c2cccnc2)cc1,0.2,2,5,7,-2,10,-2
CC(=O)N(C)C[C@@H]1Oc2ncc(C#Cc3cccc(F)c3)cc2C(=O)N([C@H](C)CO)C[C@H]1C,1.0,-8[16.7 µM],-5,.,2,-2,4
CCN(CC)C(=O)n1nc(C)c(CN2C(=O)c3ccccc3C2=O)c1C,.,5,-26,.,.,3,.
Cn1c(C(=O)Nc2ccc3c(c2)OCCO3)cc2c(=O)n(C)c3ccccc3c21,2.0,-10,23,-54,-3,6,-1
Cc1cccc(S(=O)(=O)N(C)C[C@@H]2OCc3ccccc3-c3c(n(C)c4ccccc34)C(=O)N([C@H](C)CO)C[C@@H]2C)c1,-3.3,.,6,.,5,10,-6
# Further structures.
SMILES,F508del corr,miR122 inh,GSIS activator,PAX8 reporter,EWS-Fli block,FN deposition inh,DENV2 CPE rescue
C[C@H]1CN([C@@H](C)CO)C(=O)Cc2cc(NS(=O)(=O)c3cn(C)cn3)ccc2O[C@H]1CN(C)Cc1ccncc1,0.1,0[16.7 µM],22,-5,-5,.,6
Cc1ccc(CN2CCN(Cc3cnn(-c4ccc(F)cc4)c3)CC2CCO)o1 (stereo not drawn),.,.,1,16,17,-10,-2
CCN(CC)CCCNC(=O)c1cc(Cl)c(NC(=O)C2=C(C)OCCS2)cc1OC,.,-9,3,-15,-14,5,-8
O=C(c1ccc(Cl)c([N+](=O)[O-])c1)N(Cc1ccc(F)cc1)C1CCS(=O)(=O)C1 (stereo not drawn),-2.1,.,12,4,8,-2,3
CC1CCCCN1CC(=O)c1c(N)n(Cc2ccccc2)c(=O)n(C)c1=O (stereo not drawn),-1.8,-2,4,-3,1,-14,12
C#C[C@]1(O)CC[C@H]2[C@@H]3CCc4cc(O)ccc4[C@H]3CC[C@@]21C,-1.8,4,-8,16,1,1,-4
COc1ccc(S(=O)(=O)N2CCOCC2)cc1NC(=O)C1CCCN1C(=O)c1cccs1 (stereo not drawn),3.9,19,-4,16,1,-4,6
O=C(Cc1ccccc1)NCCc1c[nH]c2ccccc12,1.1,16,1,-22,17,3,-4
O=C(Nc1ccccc1)N1CCCCN2[C@H](CO)[C@@H](c3ccc(C#Cc4ccccn4)cc3)[C@H]2C1,0.5,-22[16.7 µM],4,10,3,.,11
CSc1ccccc1C(=O)Nc1ccc2c(c1)CCC2,-2.8,5,-7,8,-64,2,-8
CN(C)S(=O)(=O)c1cccc(NC(=O)COC(=O)c2ccc([N+](=O)[O-])o2)c1,.,2,-6,4,.,-6,.
COc1ccc(C(=O)NCc2nnc(SCC(=O)NC3CCCCC3)o2)cc1,5.5,0,-9,-5,.,3,?
Cc1cccc(NC(=O)CN(C)CC(=O)NC(c2ccccc2)c2ccccc2)c1C,3.8,.,-25,-1,10,1,-12
CCc1ccc(OCc2ccc(C(=O)OC)o2)cc1,2.0,4,-10,-45,-18,12,11
O=C(Nc1ccnn1C1CCN(C/C=C/c2ccccc2)CC1)c1ccccc1Cl,0.6,-4,-9,6,.,.,4
COc1cccc(C(=O)N2C[C@@H]3[C@H](c4ccccc42)[C@@H](CO)N3C(C)=O)c1,-2.0,-17[16.7 µM],18,9,-3,.,13
Cc1ccc(S(=O)(=O)CC(=O)Nc2ccc(F)c(F)c2F)cc1,-0.6,8,-8,-5,1,-6,11
CC1(Cc2ccc(F)cc2)C(=O)Nc2ccc(-c3cccnc3)cc21 (stereo not drawn),1.7,0,3,-4,5,11,-13
C=CCOc1cccc(C2C(C(=O)c3cccs3)=C(O)C(=O)N2Cc2cccnc2)c1 (stereo not drawn),-1.2,.,9,-13,8,-3,4
CC(=O)Oc1cc2c(c3ccccc13)CCC2=O,3.4,-4,18,17,-7,.,-3
CCCCc1c(C)c(C#N)c2nc3ccccc3n2c1Nc1c(C)n(C)n(-c2ccccc2)c1=O,.,3,.,16,.,-7,.
